CHOP inhibitor: inhibitors of CHOP promoter induction, primary screen, cell-based, unfolded protein response, luciferase reporter. inhibition, % at 10 µM. 220,000 tested, 3.8% active. AID 2732, 2010. CHO-K1 CHOP-promoter luciferase, tunicamycin-induced, 15-18 h;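 active means compounds that reduced the stress-induced luciferase reporter signal by more than about 70% of percent inhibition, limit read from the data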;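 further: 0% = tunicamycin plus vehicle and 100% = wells without tunicamycin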
L929 necroptosis: inhibitors of zVAD-triggered necroptosis, primary screen, L929 cells; L929 zVAD necroptosis rescue, ATP luminescence, 24 h; with zVAD 60 µM; viability rescue, % at 10 µM; 220,000 tested, 0.38% active; AID 1377, 2008;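 active means activation, scaled between plate controls, above about 75%, limit read from the data; inactive means activation under that limit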;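 further: 0% = zVAD with DMSO and 100% = DMSO alone without zVAD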
PPC-1+TRAIL kill: compounds killing PPC-1 cancer cells with TRAIL present, primary screen, TRAIL potentiator project, ATPLite luminescence, uHTS. PPC-1 cells + TRAIL, ATPLite viability luminescence. cell killing (% activity), % at 4 µM. 220,000 tested, 0.41% active. AID 1443, 2008;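 active means cell killing above 50% in the first pass at 4 µM, then a duplicate retest at 5 µM averaging 50% or more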;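 further: plate controls were cells with TRAIL plus DMSO for no effect and medium-only wells lacking cells for full effect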
TNF necrop inh: inhibitors of TNF-alpha triggered necroptosis, primary screen, cell-based, Jurkat FADD-/-, single concentration; 220,000 tested, 0.068% active; activation (protection from cell death), % at 10 µM; Jurkat FADD-/- TNF necroptosis rescue, ATP luminescence, 24 h; 0 = TNF only, 100 = no-TNF cells;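 active means activation, meaning protection from cell death, of at least 50% relative to plate controls; inactive means activation below 50%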;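 further: necroptosis triggered by 40 ng/mL TNF-alpha added together with compound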
PGE2 EP2 inh: human EP2 receptor antagonists, primary screen, TR-FRET cAMP, C6 glioma cells. C6 glioma cells expressing human EP2; cells stimulated with saturating PGE2. inhibition, % at 25 µM. 260,000 tested, 0.52% active. AID 1422, 2008;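 active means percent inhibition above 40 after rounding to a whole number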;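 further: rat C6 glioma host cells with rolipram phosphodiesterase inhibitor present; the protocol text gives 20 µM as final concentration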
Target sequence (P43116 whole entry, looked up): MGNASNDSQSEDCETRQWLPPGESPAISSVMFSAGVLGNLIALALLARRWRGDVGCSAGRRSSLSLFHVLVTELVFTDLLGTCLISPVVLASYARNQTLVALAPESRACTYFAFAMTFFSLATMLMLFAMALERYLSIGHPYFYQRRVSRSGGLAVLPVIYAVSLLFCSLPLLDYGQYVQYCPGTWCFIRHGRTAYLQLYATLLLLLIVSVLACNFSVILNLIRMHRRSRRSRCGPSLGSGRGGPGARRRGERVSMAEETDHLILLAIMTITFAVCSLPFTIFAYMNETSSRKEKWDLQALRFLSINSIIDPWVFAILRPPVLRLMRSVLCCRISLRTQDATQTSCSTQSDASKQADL
FXIIa inh 1536: human FXIIa protease inhibitors, primary screen, biochemical, 1536-well; Coagulation factor XII (Homo sapiens), P00748; purified FXIIa, Boc-QGR-AMC fluorogenic substrate, 2 h; inhibition, % at 5 µM; 220,000 tested, 0.3% active; AID 800, 2007; in the data active means inhibition above about 40%;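 further: 0% = enzyme with no compound and 100% = blank without enzyme; many of its hits are not listed in these tables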
Wee1 stabilizer: Wee1 degradation inhibitors, primary screen, cell-based, HeLa, Wee1K328M-luciferase, luminescence | HeLa Luc-Wee1K328M stability; 100% = proteasome inhibitor MG132 effect | reporter increase, % at 5 µM | 220,000 tested, 1.2% active;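 active means activation above the mean of all tested compounds plus 3 SD, set per screening run, cut at about 8.8% in these data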;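 further: cells exposed to compound for 20 h before luminescence read; 0% = DMSO alone and 100% = MG132 at 30 µM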
TbHK1 inh: Trypanosoma brucei hexokinase 1 inhibitors, primary screen, biochemical, G6PDH-coupled NADH absorbance, MLSCN library. hexokinase 1 [Trypanosoma brucei]. recombinant TbHK1, G6PDH-coupled NADH A340. inhibition, % at 10 µM. 220,000 tested, 0.11% active. AID 1430, 2008;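 active means inhibition of 50% or more in the single-dose primary screen; inactive means inhibition below 50%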
FXIa inh: human FXIa protease inhibitors, primary screen, biochemical, 1536-well; Coagulation factor XI (Homo sapiens), P03951; purified FXIa, Boc-Glu-Ala-Arg-AMC fluorogenic substrate; inhibition, % at 5 µM; 220,000 tested, 0.14% active;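 active means inhibition of at least 40%; inactive means inhibition below 40%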;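 further: fluorescence of freed AMC excited at 355 nm; 0% = enzyme without compound and 100% = no enzyme blank; many of its hits are not listed in these tables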
Target sequence (P03951 19-387 limits assumed): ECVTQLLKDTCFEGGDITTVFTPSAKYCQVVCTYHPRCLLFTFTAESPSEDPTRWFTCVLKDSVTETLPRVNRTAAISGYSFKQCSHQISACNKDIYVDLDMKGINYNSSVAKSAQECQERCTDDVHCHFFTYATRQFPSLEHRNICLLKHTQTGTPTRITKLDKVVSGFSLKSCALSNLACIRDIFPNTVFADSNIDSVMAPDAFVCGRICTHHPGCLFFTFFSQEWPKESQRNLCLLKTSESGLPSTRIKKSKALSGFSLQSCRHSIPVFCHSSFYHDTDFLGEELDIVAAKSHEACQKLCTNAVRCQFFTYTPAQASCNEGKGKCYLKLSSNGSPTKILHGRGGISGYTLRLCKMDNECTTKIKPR
Target sequence (P03951 388-625 limits assumed): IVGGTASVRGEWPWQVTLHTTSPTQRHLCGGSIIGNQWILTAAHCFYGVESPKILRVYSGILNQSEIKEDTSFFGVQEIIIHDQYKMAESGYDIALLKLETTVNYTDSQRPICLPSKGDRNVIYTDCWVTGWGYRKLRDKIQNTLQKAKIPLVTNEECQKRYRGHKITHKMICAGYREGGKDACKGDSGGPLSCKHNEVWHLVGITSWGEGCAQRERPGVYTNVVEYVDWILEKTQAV
An asterisk follows results filed as active; · = no result given; & = joins results of further samples. These rows are one share of the data; the hit share may differ from the screen's.

Keys – A = CHOP inhibitor; B = L929 necroptosis; C = PPC-1+TRAIL kill; D = TNF necrop inh; E = PGE2 EP2 inh; F = FXIIa inh 1536; G = Wee1 stabilizer; H = TbHK1 inh; I = FXIa inh
O=C(c1ccc(Cn2c(=S)[nH]c3ccc(N4CCOCC4)cc3c2=O)cc1)N1CCC(N2CCCCC2)CC1
  A: -12	B: 0.5	C: 18	D: 0.0	E: 6	F: 0	G: -2	H: -13	I: -3

O=C(CN1CCN(c2ccccn2)CC1)N(c1ccccc1)c1ccc2ccccc2c1
  A: 55	B: -1.3	C: 19	D: -5.6	E: ·	F: -1	G: 0	H: 1	I: -9

CN(C)S(=O)(=O)c1cccc(C(=O)OCC(=O)NCc2ccc3c(c2)OCO3)c1
  A: -3	B: 3.0	C: 19	D: 0.7	E: 2	F: 2	G: 0	H: 9	I: -4

O=c1cc(CSc2n[nH]c(-c3ccncc3)n2)nc2sccn12
  A: 0	B: 4.6	C: 14	D: 0.9	E: 8	F: 7	G: 2	H: -1	I: 13

O=C(Cc1ccccc1)NC(Nc1ccccc1)C(Cl)(Cl)Cl (stereo not given)
  A: 1	B: 0.5	C: 13	D: -0.2	E: 14	F: 5	G: -1	H: -9	I: 0

COc1ccc(C(=O)/C=C/c2cc(OC)c(O)c(OC)c2)c(F)c1
  A: -5	B: ·	C: 14	D: -16	E: 11	F: 16	G: 0	H: -19	I: 8

CCCC1NC(=O)NC(C)=C1C(=O)OCC (stereo not given)
  A: 12	B: -1.3	C: 1	D: 0.1	E: 8	F: 16	G: -1	H: 8	I: 5

COC(=O)C(NC(=O)c1ccccc1)=C(C)C
  A: 49	B: -0.2	C: 0	D: -0.5	E: 6	F: 14	G: 6	H: 4	I: -16

COC(=O)c1[nH]c2cccc(Cl)c2c1NC(=O)CN(C)C1CCCCC1
  A: 40	B: 0.2	C: 5	D: -5.1	E: 12	F: 9	G: 4	H: -4	I: -4

Cc1ccc(NC(=O)Cc2noc3ccccc23)c(C)c1
  A: -18	B: 1.0	C: -1	D: 2.1	E: 9	F: 26	G: 4	H: -1	I: 17

CCOC(=O)Cc1csc(NC(=O)COc2ccc(C)c(C)c2)n1
  A: 30	B: 20	C: ·	D: -0.8	E: 6	F: 11	G: 0	H: 1	I: 2

N/C(=N\OC(=O)Oc1ccccc1)c1cccc([N+](=O)[O-])c1
  A: -3	B: 0.7	C: 29	D: -0.6	E: 10	F: 7	G: -1	H: 32	I: 7

O=C(NCCc1nc2ccccc2[nH]1)/C(=C/c1ccco1)NC(=O)c1ccc(Br)o1
  A: -8	B: 0.5	C: 14	D: 1.1	E: 3	F: 9	G: -1	H: -20	I: 4

O=C(O)c1cncc(Br)c1
  A: -4	B: -0.2	C: -5	D: -0.6	E: 8	F: 8	G: 0	H: -4	I: 2

CCC(=O)Oc1ccc(C(=O)Nc2ccc3c(c2)OCO3)cc1
  A: -10	B: 0.6	C: 45	D: -8.2	E: 9	F: ·	G: 1	H: -7	I: -5

O=S(=O)(c1ccc(S(=O)(=O)N2CCCC3(CCCCC3)C2)cc1)N1CCCCC1
  A: 33	B: 0.1	C: 8	D: 0.3	E: 7	F: -4	G: 3	H: 9	I: -2

COc1ccc2cc(CN(C(=O)Nc3ccccc3OC)C3CCCC3)c(=O)[nH]c2c1
  A: 15	B: -0.2	C: -3	D: -1.6	E: 10	F: 12	G: 7	H: -17	I: 2

N#Cc1cn(CCOc2ccccc2F)c2ccccc12
  A: 74*	B: 0.1	C: 4	D: 2.0	E: 8	F: 10	G: 6	H: -1	I: 14

CCn1c(CNc2ccc(C)cc2C)nnc1SCC(=O)N1CCCc2ccccc21
  A: 48	B: 7.0	C: 15	D: -1.5	E: 2	F: 15	G: 5	H: -1	I: -4

COc1cc(CC(=O)Nc2ccc(S(=O)(=O)NC3=NCCCCC3)cc2)cc(OC)c1OC
  A: -2	B: 4.6	C: 20	D: 0.2	E: 4	F: 4	G: -1	H: 6	I: -6

Cn1c2ccccc2n2c(=O)c(=O)n(CC(=O)c3ccc(F)cc3)nc12
  A: -2	B: 0.4	C: 12	D: 0.4	E: -1	F: 21	G: -3	H: 1	I: 3

CCCOC(=O)c1[nH]c2c(c1C)C(=O)CC(c1cc(OC)c(OC)c(OC)c1)C2 (stereo not given)
  A: ·	B: 0.6	C: -1	D: -6.2	E: 5	F: 2	G: 4	H: -2	I: -4

CC(=O)c1ccc(NC(=O)Nc2ccc3c(c2)nc(C)n3C)cc1
  A: -5	B: 31	C: -1	D: -0.5	E: 9	F: 9	G: 1	H: -9	I: 1

O=C(C1CCC1)N1CCc2cc(S(=O)(=O)NCCN3CCN(c4ccccc4F)CC3)ccc21
  A: 74*	B: -0.3	C: 2	D: -6.5	E: ·	F: 6	G: 0	H: -4	I: -25

CC(=O)c1ccc(NC(=O)CSC(C)C)cc1
  A: -11	B: 0.3	C: 18	D: 2.1	E: 3	F: 18	G: 1	H: 6	I: -12

COc1ccc(NC(=O)COC(=O)c2ccncc2)c(OC)c1
  A: 6	B: 0.7	C: 21	D: -0.1	E: 8	F: 3	G: -2	H: -5	I: -4

CN(C(=O)c1ccc2c(Cl)c3c(nc2c1)CCC3)c1ccccc1
  A: 8	B: ·	C: 18	D: 0.5	E: 14	F: 6	G: 0	H: 2	I: 2

Cc1cccc(OCC(=O)NCC(=O)N/N=C/c2ccc([N+](=O)[O-])cc2)c1
  A: 32	B: 1.9	C: -2	D: -0.1	E: 3	F: 9	G: -2	H: -8	I: -2

Cc1cccc(C)c1NC(=O)CN1C(=O)S/C(=C\c2cccn2C)C1=O
  A: 54	B: -0.2	C: 2	D: -2.2	E: 5	F: 7	G: 2	H: -6	I: -3

Cc1ccc(-c2noc(C3CCCCC3)n2)cc1
  A: 16	B: -0.1	C: 20	D: -0.8	E: 12	F: -10	G: -1	H: 4	I: -5

Looked up above:
Entry for COc1ccc(NC(=O)COC(=O)c2ccncc2)c(OC)c1 under TNF necrop inh: -0.1
Entry for CCCOC(=O)c1[nH]c2c(c1C)C(=O)CC(c1cc(OC)c(OC)c(OC)c1)C2 (stereo not given) under TNF necrop inh: -6.2

Further results
Keys – A = CHOP inhibitor; B = L929 necroptosis; C = PPC-1+TRAIL kill; D = TNF necrop inh; E = PGE2 EP2 inh; F = FXIIa inh 1536; G = Wee1 stabilizer; H = TbHK1 inh; I = FXIa inh
CCOC(=O)c1sc(C)c2c1NC(c1ccc(Cl)cc1)NC2=O (stereo not given)
  A: 33	B: 0.3	C: 0	D: -5.6	E: 22	F: 13	G: 2	H: -1	I: 6

Cc1ccc(NC2=NCC(=O)N2C2CCCC2)cc1C
  A: -4	B: 1.8	C: 11	D: -0.5	E: 6	F: 2	G: -2	H: 5	I: -3

CCOC(=O)c1c(C)nc2sc3c(=O)n(-c4ccc(C)cc4)cnc3c2c1-c1ccc(OC)cc1
  A: -3	B: -0.1	C: -18	D: -4.7	E: 15	F: 2	G: -2	H: -4	I: -2

Nc1nc(SCC(=O)Nc2ccc3c(c2)CCC3)n[nH]1
  A: 7	B: 0.1	C: 5	D: -0.3	E: 11	F: 16	G: -1	H: 3	I: 33

O=C(O)CCC(=O)Nc1nnc(C(F)(F)F)s1
  A: 14	B: 2.0	C: 5	D: 0.2	E: 12&11	F: 3	G: 0	H: 5	I: -1

COC(=O)CC(NC(=O)c1ccco1)c1ccc(C(C)C)cc1 (stereo not given)
  A: 29	B: -0.4	C: 2	D: 0.8	E: 33	F: 14	G: -3	H: -4	I: -3

COC(=O)c1ccc(/C=N/N2C(C)CCCC2C)cc1 (stereo not given)
  A: -24	B: 2.7	C: 10	D: 0.3	E: 2	F: 9	G: 5	H: 5	I: -4

Cc1cc(C)cc(NC(=O)CSc2nnc(CN3CCOCC3)n2C)c1
  A: 5	B: -0.2	C: 14	D: -2.1	E: 4	F: 3	G: 0	H: -2	I: -8

Cc1ccc2nc(-c3ccc(NC(=O)CCS(=O)(=O)c4ccccc4)cc3)sc2c1
  A: 82*	B: 5.0	C: 45	D: -8.1	E: 10	F: -4	G: -2	H: -11	I: 1

c1ccc2c(c1)CC1(CCCC1)n1nnnc1-2
  A: 26	B: 1.0	C: -15	D: 0.2	E: 10	F: 8	G: 0	H: 2	I: 6

O=c1c2oc3ccccc3c2ncn1Cc1cccc(Cl)c1
  A: 5	B: 2.8	C: 1	D: 1.4	E: 6	F: 1	G: 0	H: -5	I: -7

COc1ccc(NC(=O)Cn2nnc(C(=O)NCc3ccco3)c2N)c(OC)c1
  A: 24	B: -1.2	C: -12	D: -0.2	E: 11	F: 3	G: 5	H: 1	I: 25

Cc1nc2ccccn2c1C(=O)N=Nc1c(O)n(CCC(C)C)c2ccccc12
  A: 101*	B: -0.3	C: 19	D: -7.1	E: 51*	F: 6	G: 0	H: -14	I: 10

O=C(NC(=S)Nc1nc(-c2ccccc2)cs1)c1cncc(Br)c1
  A: 36	B: -0.1	C: 14	D: 4.6	E: ·	F: 19	G: 0	H: -17	I: 5

COCCCNC(=O)c1sc2ncnc(N3CCc4ccccc4C3)c2c1C
  A: 23	B: -0.1	C: 6	D: -9.6	E: 7	F: 8	G: 2	H: -13	I: -2

CC(CCc1ccccc1)NC(=O)C(Cc1ccccc1)NS(=O)(=O)c1cccs1 (stereo not given)
  A: 57	B: 0.1	C: 30	D: 1.1	E: 1	F: 10	G: -2	H: 5	I: 3

CC(Sc1nnc(COc2ccc([N+](=O)[O-])cc2)n1-c1ccccc1)C(=O)O (stereo not given)
  A: -26	B: 5.2	C: -5	D: 1.7	E: 9	F: 4	G: -4	H: -10	I: -3

COc1ccccc1C(c1nnnn1Cc1ccccc1)N1CCC(C(N)=O)CC1 (stereo not given)
  A: 12	B: -1.2	C: 26	D: -0.3	E: 9	F: 12	G: 1	H: -1	I: 1

NS(=O)(=O)c1ccc(CCNC(=O)CSc2nc3ccccc3c3nc(CCN4CCCCC4)nn23)cc1
  A: 16	B: 1.5	C: 4	D: 0.8	E: 1	F: 10	G: -3	H: 5	I: 0

CCN(CC)c1ccc(/C=N/NC(=S)NCc2ccc(OC)cc2)cc1
  A: 13	B: 0.4	C: 13	D: 2.6	E: 1	F: 20	G: 3	H: -4	I: 21

Shown as tab-separated lines: 2 of the compounds above.
Structure	CHOP inhibitor	L929 necroptosis	PPC-1+TRAIL kill	TNF necrop inh	PGE2 EP2 inh	FXIIa inh 1536	Wee1 stabilizer	TbHK1 inh	FXIa inh
CC(Sc1nnc(COc2ccc([N+](=O)[O-])cc2)n1-c1ccccc1)C(=O)O (stereo not given)	-26	5.2	-5	1.7	9	4	-4	-10	-3
COc1ccccc1C(c1nnnn1Cc1ccccc1)N1CCC(C(N)=O)CC1 (stereo not given)	12	-1.2	26	-0.3	9	12	1	-1	1
